UPR CHOP act: apoptotic UPR (CHOP) activation | CHO-CHOP luciferase reporter, luminescence; percent of tunicamycin response over DMSO baseline | activation, % at 10 µM | actives 0.34% (n = 330,000);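 active means at 10 µM dose, activation of 40% or more, normalized to positive control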;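 further: 100% = tunicamycin at 10 µg/mL and 0% = DMSO alone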
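Dosing – one dose, 10 µM in 0.5% DMSO · System – CHO-CHOP cells, stable luciferase reporter of PERK-eIF2a-CHOP signalling · Input – 500 cells/well · Control set – tunicamycin 10 µg/mL final as positive, DMSO-only wells as negative · Timing – 6 h compound treatment, 37 °C · Measure – % activation vs tunicamycin · Technique – luminescence read with Steady-Glo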
UPR XBP1 act: adaptive UPR (XBP1) activation; activation, % at 20 µM; AID 463104; actives 0.33% (n = 330,000); CHO-XBP1 luciferase reporter, IRE1-XBP1 UPR activation, luminescence; percent of tunicamycin response, DMSO as zero;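 active means versus positive control, 20 µM dose yields 30% or more activation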;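 further: 100% = tunicamycin at 10 µg/mL and 0% = DMSO only wells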
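Material: CHO cell line with stable XBP1 luciferase reporter; schedule: 16-18 h cell attachment at 37 °C, then 6 h compound exposure; signal: glow luminescence from Steady-Glo reagent; medium: serum-containing F12 medium, 10% FBS; benchmarks: tunicamycin 10 µg/mL and vehicle-only wells; read-out: percent activation relative to tunicamycin reference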
Mdm2 MdmX PPI: human Mdm2/MdmX binding inhibition; actives 3% (n = 330,000); inhibition, % at 8 µM; O15151+Q00987; SaOS-2 split-luciferase Mdm2/MdmX complementation, luminescence;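 active means inhibition of at least 50% at 8 µM in the primary screen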
Target sequence (O15151 whole entry, looked up): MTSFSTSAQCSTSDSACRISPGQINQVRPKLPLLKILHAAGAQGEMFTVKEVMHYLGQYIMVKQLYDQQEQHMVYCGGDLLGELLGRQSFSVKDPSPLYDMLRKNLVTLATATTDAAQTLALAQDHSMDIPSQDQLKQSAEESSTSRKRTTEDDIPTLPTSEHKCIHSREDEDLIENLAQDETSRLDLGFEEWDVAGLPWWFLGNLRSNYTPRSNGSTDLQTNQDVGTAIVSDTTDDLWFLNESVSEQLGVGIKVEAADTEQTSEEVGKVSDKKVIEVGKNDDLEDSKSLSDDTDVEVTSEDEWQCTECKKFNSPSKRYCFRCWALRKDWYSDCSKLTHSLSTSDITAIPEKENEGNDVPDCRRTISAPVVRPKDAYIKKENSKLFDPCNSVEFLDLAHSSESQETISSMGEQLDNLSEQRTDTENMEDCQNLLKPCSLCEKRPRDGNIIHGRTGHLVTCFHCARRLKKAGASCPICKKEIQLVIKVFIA
Target sequence (Q00987 whole entry, looked up): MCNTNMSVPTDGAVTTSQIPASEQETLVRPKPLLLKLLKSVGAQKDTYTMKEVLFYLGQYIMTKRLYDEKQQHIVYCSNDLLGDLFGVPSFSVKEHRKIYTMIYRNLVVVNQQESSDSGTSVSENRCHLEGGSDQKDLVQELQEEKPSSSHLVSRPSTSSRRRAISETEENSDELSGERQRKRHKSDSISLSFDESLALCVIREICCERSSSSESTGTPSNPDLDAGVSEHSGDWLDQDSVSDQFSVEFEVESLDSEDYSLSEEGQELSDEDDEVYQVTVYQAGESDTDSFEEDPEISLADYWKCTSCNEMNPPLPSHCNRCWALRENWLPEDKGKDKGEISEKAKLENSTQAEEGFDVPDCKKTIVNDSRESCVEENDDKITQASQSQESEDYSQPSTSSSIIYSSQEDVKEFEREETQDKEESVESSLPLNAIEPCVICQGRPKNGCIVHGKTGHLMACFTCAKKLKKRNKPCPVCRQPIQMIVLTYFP
APJ agonist: APJ receptor agonism; AID 2520; actives 0.11% (n = 330,000); CHO-K1 APJ PathHunter beta-arrestin, luminescence; 0% DMSO wells, 100% apelin; activation, % at 20 µM;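 active means activation more than six SD over the plate average, tested at 20 µM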;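 further: 0% = DMSO alone and 100% = apelin-13 at 10 nM; some results filed as inactive read as strong as hits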
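Assay system: CHO-K1 cells stably expressing ProLink-tagged human APJ and arrestin–beta-gal acceptor. Compound dosing: 20 µM single point, 1% DMSO. Times: 16-18 h seeding, 90 min dark compound exposure, 60 min detection. Detection: beta-gal luminescence. Evaluation: APJ–arrestin association signal. Controls: negative DMSO alone, positive Apelin-13 at 10 nM.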
tim10-1 inh: inhibits growth of tim10-1 mutant yeast. inhibition, % at 20 µM. S. cerevisiae tim10-1 ts strain growth, BacTiter-Glo, 24 h. actives 2.2% (n = 330,000);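 active means inhibition of at least 40%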;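 further: mutant grown at 25 °C; 0% = DMSO wells with yeast and 100% = wells holding no yeast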
CXCR6 block: CXCR6 (human) receptor inhibition | O00574 | CHO-K1 PathHunter CXCR6 beta-arrestin, luminescence | inhibition, % at 20 µM | actives 0.36% (n = 360,000) | AID 602244; in the data active means inhibition above about 34%, passing the limit was not always enough;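 further: antagonist mode with CXCL16 agonist at 10 nM final; 0% = 10 nM CXCL16 with DMSO and 100% = unstimulated wells without agonist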
TIM10 inh: growth inhibitors of TIM10 yeast strain | S. cerevisiae TIM10 strain growth, BacTiter-Glo luminescence, 24 h | inhibition, % at 10 µM | actives 1.4% (n = 330,000);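 active means inhibition of 40% or more at the single tested concentration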;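 further: wild-type TIM10 isogenic control strain grown at permissive 25 °C; 0% = DMSO yeast wells and 100% = minimal medium wells without yeast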
APJ antag: APJ receptor antagonism; P35414; CHO-K1 APJ beta-arrestin complementation, luminescence; inhibition, % at 20 µM; actives 0.32% (n = 330,000);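 active means inhibition above about 40% at 20 µM, limit read from the data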;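 further: cells challenged with 10 nM apelin-13 agonist together with compound; plate controls were apelin-13 plus DMSO wells for no effect and DMSO wells lacking apelin-13 for full effect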
tim23-1 inh: growth inhibitors of tim23-1 mutant yeast; S. cerevisiae tim23-1 growth, BacTiter-Glo luminescence, 24 h; inhibition, % at 20 µM; actives 1.3% (n = 330,000);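 active means growth inhibition of the mutant yeast at or above 50%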;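 further: temperature-sensitive mutant grown at 25 °C; plate controls were DMSO-treated mutant yeast for no effect and medium wells lacking yeast for full effect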
* = called active by the depositor; x = not tested or not shown. These rows are one share of the data. The share of hits here may be higher or lower than overall.

SMILES | UPR CHOP act | UPR XBP1 act | Mdm2 MdmX PPI | APJ agonist | tim10-1 inh | CXCR6 block | TIM10 inh | APJ antag | tim23-1 inh
Cc1ccc(OCCNC(=O)C2CC(=O)N(c3ccc(C)cc3)C2)cc1 (configuration not stated) | -2.7 | -2.7 | 7.5 | -7.2 | 24.1 | 4.3 | -4.1 | -12.2 | 18.4
COc1ccc(OCC(=O)NC2CC(C)(C)NC(C)(C)C2)cc1 | -2.1 | -4.1 | 18.6 | -1.8 | 15.4 | 0.2 | 12.9 | 16.1 | 5.1
Cc1cc(C)cc(N2C(=O)c3nccnc3C2=O)c1 | 0.5 | 2.4 | 32.1 | 0.3 | 8.8 | -5.0 | 0.4 | -2.7 | 7.9
O=S(=O)(Nc1cc(F)ccc1F)c1cccc2nonc12 | 2.6 | -3.5 | 3.0 | 6.5 | 11.7 | 12.1 | 7.9 | -4.2 | 18.0
Cc1cccc(OCCCC(=O)NNC(=O)c2ccc(F)cc2)c1 | -0.7 | 1.4 | -6.3 | -1.2 | 5.1 | -0.8 | -2.0 | 11.8 | 10.7
O=C(NNC(=O)C1CCC1)c1ccccc1 | 0.8 | 1.6 | -3.9 | 5.1 | -6.2 | 3.7 | 9.5 | 3.1 | 5.5
COc1ccc(NCc2nn(CC(=O)c3ccc(Br)cc3)c3[n+]2CCCCC3)cc1 | 0.8 | 3.3 | 5.5 | 3.9 | 11.0 | 5.7 | 10.9 | 1.9 | 5.7
Cc1n[nH]c(C)c1C(=O)CC1(O)C(=O)N(CCc2ccccc2)c2ccc(Br)cc21 (configuration not stated) | -0.1 | -4.2 | 10.2 | -1.0 | 16.1 | -1.4 | 11.8 | -10.8 | 18.5
CCOC(=O)Nc1nc(-c2ccc(F)cc2F)cs1 | 3.0 | 0.7 | -11.2 | 2.9 | 25.9 | -6.7 | 2.3 | 4.4 | 33.4
CCOC(=O)C1(Cc2cccc(OC)c2)CCCN(Cc2cc(C(C)C)n[nH]2)C1 (configuration not stated) | 0.2 | 2.5 | -6.4 | -2.5 | 9.5 | 6.3 | -5.4 | 6.3 | 21.8
CC1(c2nnc(-c3ccncc3)o2)CC(c2ccccc2)=NO1 (configuration not stated) | -0.7 | 0.1 | -6.2 | 2.5 | -32.7 | -2.8 | -4.3 | 5.8 | 2.0
CCOC(=O)c1[nH]c2c(c1C)C(=O)CC(c1ccc(F)cc1)C2 (configuration not stated) | 0.0 | 4.1 | 58.9* | -2.8 | 15.9 | 0.7 | 2.5 | -54.0 | 17.5
COc1cc(OC)cc(C(=O)OCCCOC(=O)c2cc(OC)cc(OC)c2)c1 | 2.0 | -3.3 | 7.7 | -5.1 | 27.0 | 7.7 | 18.2 | -1.2 | 15.1
NC(=O)C1CCN(C(=O)C(=O)c2cn(CC(=O)N3CCCCCC3)c3ccccc23)CC1 | -1.1 | -4.2 | -11.0 | -0.7 | 0.1 | -5.1 | -8.2 | -1.6 | -11.9
COC(=O)c1ccc(NC(=O)c2snnc2-c2ccccc2)cc1 | 0.9 | -3.1 | 3.3 | -4.2 | 1.2 | 11.6 | 17.9 | 2.7 | 26.8
O=C(c1ccc(F)cc1)N1CCN(C2CCCCC2)CC1 | 0.9 | -2.3 | -3.2 | -3.0 | 0.8 | -0.9 | 11.8 | 5.2 | 4.7
CCCc1nn(C)c(C(=O)Nc2cccc(Cl)c2)c1Cl | -1.8 | -1.8 | 26.4 | 2.1 | 2.8 | -3.1 | -0.4 | 6.0 | 18.9
COc1ccc(NC(=O)CSc2nccc(C)n2)cc1 | 1.2 | -2.4 | 5.8 | 4.1 | -1.0 | -7.0 | -16.5 | -9.4 | 6.9
COc1ccc(N2C(=O)CC(S/C(N)=N/N=C/c3ccnc4ccccc34)C2=O)cc1 (configuration not stated) | -0.4 | 0.7 | 36.7 | -2.5 | -16.0 | x | -16.2 | 15.2 | -26.8
CCn1c(CSc2nc3ccccc3s2)nnc1SCC(=O)NCC(=O)OC | 1.5 | -2.5 | -2.9 | -5.3 | 8.7 | -3.6 | -1.9 | 2.9 | -4.1
O=C(NCCCN1CCCC1=O)c1c(O)nc2ccccn2c1=O | 0.8 | -3.1 | 2.7 | -1.9 | -15.3 | -16.4 | -3.8 | -0.1 | -5.4
Cc1nn(Cc2ccc([N+](=O)[O-])cc2)c(=O)n1-c1ccccc1 | -0.1 | -0.9 | -2.3 | -2.8 | -0.1 | 4.7 | -10.8 | 13.0 | 7.0
CCc1nn(CCCC(=O)Nc2ccc(C)cc2C)c(=O)c2cc3occc3n12 | 1.3 | -1.3 | 2.6 | -2.2 | 41.6* | -3.4 | -3.8 | 4.5 | 40.6
O=C1c2ccccc2S(=O)(=O)c2cc(C(=O)N3CCN(c4c(Cl)cncc4Cl)CC3)ccc21 | -0.4 | 8.4 | 35.0 | 9.3 | -36.6 | 0.5 | -10.8 | -9.0 | -13.3
O=C1C(Cc2ccccc2O)NC(=S)N1c1ccccc1 (configuration not stated) | 2.1 | 1.2 | 30.7 | -6.5 | 17.5 | -0.3 | 7.3 | 24.6 | -15.9
Following part:
SMILES | UPR CHOP act | UPR XBP1 act | Mdm2 MdmX PPI | APJ agonist | tim10-1 inh | CXCR6 block | TIM10 inh | APJ antag | tim23-1 inh
CN(C(=O)COC(=O)COc1ccccc1F)C1CCS(=O)(=O)C1 (configuration not stated) | 2.7 | 0.9 | 6.6 | -1.0 | 7.7 | -0.3 | -9.4 | 6.0 | 1.4
COc1ccc2c(c1OC)C[N+]1([O-])CCc3cc4c(cc3C1C2)OCO4 (configuration not stated) | 0.3 | -3.7 | -28.7 | -5.9 | 2.0 | -4.6 | 4.8 | 9.0 | 2.5
CCCN1Cc2cccc(C(=O)NCc3ccccc3OC)c2C1=O | 2.7 | 3.4 | 5.5 | -4.0 | 34.1 | 3.7 | 3.1 | 1.3 | 26.6
O=S(=O)(c1ccc(-c2csc(-c3cccnc3)n2)cc1)N1CCCCC1 | 2.2 | 1.6 | -27.1 | 2.7 | 37.1 | 6.5 | 48.2* | 18.7 | 20.7
O=c1c(Cl)c(NCc2ccc(F)cc2Cl)cnn1C12CC3CC(CC(C3)C1)C2 | 1.1 | -1.6 | 13.8 | -2.7 | 43.1* | 7.7 | 30.7 | 16.3 | 34.8
N=c1c2cn[nH]c2nc(SCC(=O)c2ccc(Br)cc2)n1-c1ccc(Br)cc1 | 1.6 | -0.3 | 2.9 | -1.9 | 13.6 | -3.1 | -25.0 | -14.0 | -14.1
CCCNC(=O)Nc1nccs1 | 0.5 | 1.4 | -15.7 | -3.9 | 16.0 | 0.8 | 6.5 | 8.5 | 8.1
CCCCn1c(SCC(=O)OCC)nnc1-c1ccoc1C | -2.2 | 0.3 | -7.4 | -4.3 | 36.6 | 7.2 | 0.3 | 0.1 | 1.7
CCn1c(SCC(=O)Nc2ccc(NC(=O)c3ccco3)c(OC)c2)nc2ccccc2c1=O | -2.0 | 1.7 | 23.6 | -4.7 | -10.5 | 2.7 | -23.1 | -7.1 | -32.5
CC(C)COc1ccc(CSCCNC(=S)Nc2ccccc2)cc1 | 0.5 | -1.0 | 30.5 | 0.6 | 31.6 | -0.5 | 31.0 | -2.5 | 29.7
O=C(C1=C[C@H](c2ccc(C(F)(F)F)cc2)C[C@H](OCc2ccc(CO)cc2)O1)N1CCN(Cc2ccc3c(c2)OCO3)CC1 | 6.3 | 3.4 | 45.2 | -1.3 | 10.8 | 17.9 | 1.0 | -60.6 | 18.8
NS(=O)(=O)c1cc(C(=O)NC2CCSc3ccccc32)ccc1Cl (configuration not stated) | 2.4 | -0.8 | -24.3 | -0.4 | 4.8 | -3.8 | 12.4 | 1.2 | 4.7
Cc1cc(C(=O)O[C@H]2[C@H](Cc3ccccc3)NS(=O)(=O)[C@H]3C[C@@H]4C=C[C@]23O4)ccc1[N+](=O)[O-] | -0.8 | -2.6 | 7.1 | -4.7 | 0.2 | 8.2 | 7.0 | -3.4 | 5.3
COc1ccccc1N(CC(=O)NC1CC2CCC1C2)S(=O)(=O)c1ccc(C)cc1 (configuration not stated) | -1.8 | -4.8 | -3.0 | -7.5 | 16.3 | 5.0 | 6.5 | 2.8 | 22.0
Cc1ccc(Cn2nnnc2CN2CCC(O)(c3cccnc3)CC2)cc1 | 0.2 | -2.4 | -10.8 | -2.1 | -1.2 | 0.8 | 0.9 | 15.8 | 0.3
Cc1ccc(SCCNC(=S)Nc2cc(C)ccc2C)cc1 | -0.3 | -1.7 | 8.4 | -5.9 | 43.1* | 2.3 | 32.4 | -1.3 | 13.8
Cc1cc(NS(=O)(=O)c2ccc(NC(=O)c3cnc(Cl)c(Cl)c3)cc2)nc(C)n1 | -1.1 | -0.7 | 0.2 | -3.2 | 4.9 | 4.7 | 7.6 | 1.3 | -1.4
COc1ccc(NC(=O)CN(C)S(=O)(=O)c2ccc3[nH]c(=O)oc3c2)cc1 | -0.8 | -1.8 | 22.1 | -1.6 | 7.9 | -12.4 | -4.8 | 1.3 | 1.6
COC(=O)CCC(=O)N(C)CC1CCCN(CCc2cccc(C(F)(F)F)c2)C1 (configuration not stated) | 0.7 | -2.6 | -3.2 | 0.5 | -7.3 | 3.7 | -5.8 | 8.7 | 2.0
CCn1ccc(=N)cc1 | 3.9 | -1.1 | 4.3 | 0.8 | -4.7 | 4.5 | -6.9 | -7.6 | -14.1
Cn1cnc2c1c(=O)n(Cc1c(Cl)cccc1Cl)c(=O)n2C | 0.3 | -0.9 | -15.3 | -1.9 | 13.5 | -12.9 | 2.9 | -5.5 | 2.8
O=C(O)CSCC(=O)Nc1ccc(-c2nc3ccccc3s2)cc1 | -0.2 | 1.9 | 21.4 | -3.7 | 5.2 | 3.8 | 6.8 | 6.7 | 15.1
CCOCCCNC(=O)C(NC(=O)c1ccc(NC(C)=O)cc1)c1ccc(OC)cc1 (configuration not stated) | 2.4 | -0.5 | -20.7 | 0.2 | 1.2 | -8.8 | 8.7 | 4.0 | 6.5
N#Cc1c(-c2ccccc2)c(C#N)c2nc3ccccc3n2c1N | -0.8 | 5.6 | 54.7* | 4.6 | 7.9 | -33.4 | 0.5 | -10.6 | 2.7
CN(C)S(=O)(=O)c1cccc(C(=O)NCC(C)(C)CNC(=O)c2cccc(S(=O)(=O)N(C)C)c2)c1 | -0.2 | -5.3 | 11.5 | -4.0 | 11.3 | 1.1 | -0.6 | 6.7 | 8.7
CC(C)(C)c1ccc(OCCC(=O)NC2=NCCS2)cc1 | -0.4 | 2.7 | -11.0 | 2.7 | 25.8 | -7.6 | 23.1 | 2.6 | 19.5
